Assay outcomes: PubChem BioAssay, National Center for Advancing Translational Sciences (NCATS)
aGlu spleen mod – qHTS Assay for Inhibitors and Activators of Human alpha-Glucosidase From Spleen Homogenate. Lysosomal alpha-glucosidase (Homo sapiens), P10253. human spleen homogenate, 4-MU-alpha-glucoside fluorescence. Potency, µM (doses to about 79.9 µM), without a hit: at the highest dose activity change, negative = inhibition, most hits filed as inhibitors. 240,000 tested, 0.006% active;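 note: 0% = enzyme with vehicle and -100% = no enzyme basal signal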
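AC50 values come from Hill-equation fits of concentration-response data, normalized to no-enzyme and full-activity controls. Enzyme source: 1 ug human spleen homogenate; 1 mM fluorogenic 4-MU glucoside, pH 5.0 citrate buffer, 37 C, 40 min.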
GAA glycogen – qHTS Assay for Inhibitors and Activators of Human alpha-Glucosidase Cleavage of Glycogen. Lysosomal alpha-glucosidase (Homo sapiens), P10253. recombinant GAA, glycogen substrate, Amplex Red glucose oxidase fluorescence. Potency, µM (top dose mostly 76.4 µM), inactives show at the highest dose activity change, negative = inhibition, hits mostly inhibitors. 300,000 tested, 0.38% active. AID 2100, 2009;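 note: 0% = full enzyme reaction and -100% = no-enzyme basal signal; the screen sought inhibitors and activators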
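Recombinant human enzyme (4 nM); glycogen substrate; 37 C, 40 min, pH 5.0. Readout: coupled glucose oxidase/Amplex Red fluorescence.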
HttQ103 aggreg – qHTS Multiplex Assay to Identify Dual Action Probes in a Cell Model of Huntington: Aggregate Formation (GFP). PC12 HttQ103-GFP aggregates, Acumen cytometry, 40 h. 220,000 tested, 1.1% active. AID 1688, 2009. Potency, µM (highest dose often 46.1 µM), without a hit: at the highest dose activity change, negative = inhibition, most hits filed as inhibitors; note: % is set by controls: 0 for no effect and ±100 for the full control effect; nearly all actives have a fitted effect of over 60% in size
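Quantitative HTS on tebufenozide-induced (100 nM) PC12 cells stably expressing polyQ103 Huntingtin exon 1–GFP. Reduction of bright GFP aggregates, detected by laser scanning cytometry after lysis, identified actives across the titration.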
GAA inhib – qHTS Assay for Inhibitors of Human alpha-Glucosidase as a Potential Chaperone Treatment of Pompe Disease; Potency, µM (highest dose often 76.9 µM), for inactives: at the highest dose activity change, negative = inhibition, most hits filed as inhibitors; 200,000 tested, 0.005% active; AID 1466, 2008; Lysosomal alpha-glucosidase (Homo sapiens), P10253; purified human GAA, 4-MU-alpha-glucoside fluorescence;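 note: plate controls were uninhibited enzyme wells for no effect and no-enzyme background for full effect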
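Activity normalized between no-enzyme (basal) and enzyme-only wells. Conditions: 4 nM human enzyme, 400 uM fluorogenic substrate, citrate/phosphate pH 5.0 with Tween-20, 20 min room temperature, compounds up to 77 uM.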
HTT ATP protect – qHTS Multiplex Assay to Identify Dual Action Probes in a Cell Model of Huntington: Cytoprotection (ATP). 230,000 tested, 0.14% active. Potency, µM (titrated, usually from 56.4 µM), for the others: cytoprotection (ATP increase), most hits filed as activators. PC12 HTT-Q103 induced, cytoprotection, ATP luminescence, 40 h;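 note: % of control where 0% means no effect; nearly all actives have a fitted effect of over 45% in size; toxic huntingtin expression switched on by the ecdysone agonist tebufenozide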
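Stable PC12 Q103-GFP cells in serum-supplemented, phenol red-free DMEM; induction by tebufenozide at 100 nM final; compound dose series; cell viability quantified luminescently from ATP.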
IMPase Li inh – qHTS Assay for Identifying the Cell-Membrane Permeable IMPase Inhibitors: Potentiation with Lithium; CHO-M1 cells, IP1 TR-FRET (IP-One), carbachol + lithium; Potency, µM (series often up to 59.4 µM), without a hit: at the highest dose activity, negative = IMPase inhibition, most hits filed as inhibitors; 210,000 tested, 0.35% active; AID 1457, 2008;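 note: IP1 builds up when IMPase is blocked and the TR-FRET signal falls; plate controls were basal vehicle for no effect and high inhibitor control for full effect; nearly all actives have a fitted effect of over 50% in size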
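CHO cells stably expressing M1 receptor (2000/well, cultured 16–30 h) treated 30 min at 37C with compound plus low lithium. Cytosolic IP1 by TR-FRET (665/620 ratio and 620 channel) after 10 min lysis; AC50 by Hill fit.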
GoLoco inh red – qHTS Assay for Inhibitors of RGS12 GoLoco Motif Activity (Red Fluorophore). 230,000 tested, 0.44% active. AID 880, 2007. Guanine nucleotide-binding protein G(i) subunit alpha-1 (Homo sapiens), P63096. Potency, µM (highest dose often 61.6 µM), for inactives: top-dose activity, negative = inhibition, usual class: inhibitors. Gai1:RGS12 GoLoco peptide FP, rhodamine, 10 min; active = well fitted inhibition curve with a large enough effect, not every such curve was filed as active; inactive = no such curve, though single readings can be large or run the other way; note: % is set by controls: 0 for no effect and ±100 for the full control effect; nearly all actives have a fitted effect of over 30% in size; many of its hits are not listed in these tables
Target sequence (P63096 whole entry, looked up): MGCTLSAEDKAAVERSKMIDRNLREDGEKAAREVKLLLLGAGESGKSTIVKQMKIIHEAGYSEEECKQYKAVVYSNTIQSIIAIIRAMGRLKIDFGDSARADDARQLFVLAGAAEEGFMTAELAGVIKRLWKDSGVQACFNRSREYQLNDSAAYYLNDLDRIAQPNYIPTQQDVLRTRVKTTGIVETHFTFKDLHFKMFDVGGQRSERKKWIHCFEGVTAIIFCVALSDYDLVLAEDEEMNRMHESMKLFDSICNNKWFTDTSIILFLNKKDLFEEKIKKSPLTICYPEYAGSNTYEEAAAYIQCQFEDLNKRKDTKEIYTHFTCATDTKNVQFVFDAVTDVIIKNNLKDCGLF
The depositor's hits bear a star; ? = inconclusive; . = no result given; & = joins results of further samples; [ ] = another dose, or the depositor's remark. Unless noted, calls come from the whole dose curve; as a rule, active = well fitted curve in the direction sought with a large enough effect; inconclusive = small, poorly fitted or top-dose-only effect, or another doubt; inactive = no such curve, though single readings can be large; an effect the other way counts as inactive or inconclusive. Potency is the fitted concentration of half-maximal effect. A portion of the library. The share of hits here may be higher or lower than overall.

Every second line gives: aGlu spleen mod, GAA glycogen, HttQ103 aggreg, GAA inhib, HTT ATP protect, IMPase Li inh, GoLoco inh red
COc1ccccc1/C=C/C(=O)OCCCN(C)C
→ -4.0%, 10.1%, 4.8%, -5.1%, -27.1%, -0.3%, 6.4%
COC(=O)C1=CN(C2CC2)C=C(C(=O)OC)C1c1ccc(C(=O)OC)cc1
→ 0.5%, -10.2%, 3.7%, ?, 3.0%, 21.7%[38.3 µM], -6.1%
COc1ccc(S(=O)(=O)N2CCN(Cc3cccc(Cl)c3)CC2)cc1
→ 0.5%, -7.6%, 4.4%, -20.4%, 6.0%, 31.0%[activator][38.3 µM], 3.2%
CCOC(=O)C1CCCN(C(=O)c2ccc(OCC)cc2)C1 (centres undefined)
→ -2.9%, 7.8%, -28.4%, 1.5%, 25.3%, -1.7%[38.3 µM], 4.8%
O=C(Nc1ccc(F)c(F)c1)c1cnc(-c2ccccc2)nc1-c1ccccc1
→ 11.5%, ?, ?, 1.2%, -39.0%[inhibitor], ?, -24.4%
Cc1ccc(Nc2c([N+](=O)[O-])c(=O)oc3ccccc23)cc1
→ -15.5%, -11.3%, 5.1%[9.22 µM], -3.0%, -5.0%[10 µM], 21.4%, 21.3%
O=C(NCc1ccco1)C(=O)N1CCCC1
→ 4.4%, -11.3%, 2.2%[9.22 µM], -5.2%, 20.7%[10 µM], 0.8%, 7.5%
COc1cccc(C2C(C(=O)c3cc4cccc(OC)c4o3)=C(O)C(=O)N2c2cc(C)on2)c1OC (centres undefined)
→ 0.1%, 1.5%, -3.9%, -8.7%, -10.4%[0.074 µM], 10µM*, 10.4%
CC1(C)C(=O)C=C[C@]2(C)C1CC(=O)[C@]1(C)C2CC[C@@]2(C)C(c3ccoc3)OC(=O)C3O[C@@]321 (some centres undefined)
→ -0.6%, ., ., ., -149.5%[inhibitor], 0.1%, -3.0%
Cc1ccc(-c2nc3ncccn3c2NC(=O)C2CC2)cc1
→ -0.3%, -4.1%, 1.8%, 6.1%, 23.0%, -6.5%[38.3 µM], 3.5%
CC(=O)c1ccc(NC(=O)c2cc(Cl)sc2Cl)cc1
→ -2.2%, -0.6%, -0.2%, 0.2%, 7.3%[10 µM], 1.5%, 0.1%
C=CCSc1nnc(NC(=O)COc2ccccc2)s1
→ -0.9%, -6.9%, 8.8%, 0.0%, -52.4%[inhibitor], 2.7%, 4.5%
Cc1nonc1OC(C)CNCCNc1ccc([N+](=O)[O-])cc1 (centres undefined)
→ -3.9%, 9.4%, -10.2%[9.22 µM], -10.8%, -6.2%[10 µM], ., 4.7%
Cc1ccc(NC(=O)COC(=O)c2ccccc2Cl)cc1S(=O)(=O)N(C)C
→ ., -2.0%, 8.8%, -6.0%, 6.5%, 3.1%, -2.4%
O=C(NCc1ccco1)c1ccc(-c2cccc(Cl)c2)o1
→ -1.2%, 3.8%, 41.7%[9.22 µM], 2.4%, 23.9%[10 µM], -1.3%, 14.5%
COc1ccc2c(=O)c(-c3ccc4c(c3)OCO4)coc2c1
→ 5.2%&1.4%, 1.9%, -10.3%, -2.1%[15.4 µM], -196.8%[inhibitor], 11.9%&-0.6%, 0.4%&-4.9%
Cc1nc(N2CCC(C(N)=O)CC2)c2nnn(Cc3ccccc3)c2n1
→ -9.3%, 5.3%, -9.8%, -10.3%, -14.6%, 13.4%[38.3 µM], 5.3%
Cc1nn(C)c(Cl)c1NC(=O)OCc1ccccc1
→ -6.1%, -0.4%, -25.6%, -1.9%, -8.4%[10 µM], -6.1%, 2.6%
Cn1c(SCC(=O)c2cc3ccccc3o2)nnc1-c1ccccc1
→ -8.4%, -8.2%, 16.0%, -5.3%, 2.9%, 5.9%[38.3 µM], 7.2%
CCCCOC(=O)Cc1c(O)c2ccccc2[nH]c1=O
→ 5.9%, -8.9%, 14.8%, 2.1%, 0.2%, ., .

Next part (two carried over from the part before).
Every second line gives: aGlu spleen mod, GAA glycogen, HttQ103 aggreg, GAA inhib, HTT ATP protect, IMPase Li inh, GoLoco inh red
Cn1c(SCC(=O)c2cc3ccccc3o2)nnc1-c1ccccc1
→ -8.4%, -8.2%, 16.0%, -5.3%, 2.9%, 5.9%[38.3 µM], 7.2%
CCCCOC(=O)Cc1c(O)c2ccccc2[nH]c1=O
→ 5.9%, -8.9%, 14.8%, 2.1%, 0.2%, ., .
Cn1c2ccccc2c2c(C(=O)N3CCN(c4ccccc4)CC3)cn(C3CCCC3)c(=O)c21
→ 0.8%, -11.0%, -3.8%[1.84 µM], -4.2%, -0.9%, 27.4%[38.3 µM], 46.7%[activator]
CN(CCCNC(=O)C1CCCN(S(=O)(=O)c2cnc[nH]2)C1)c1ccccc1 (centres undefined)
→ 3.5%, -2.0%, 25.1%, -8.7%[15.4 µM], 8.1%, 21.1%[38.3 µM], -16.4%
O=[N+]([O-])c1cccc(-c2nnc(-c3ccc4c(c3)OCO4)o2)c1
→ 2.9%, 5.3%, -10.3%, -6.0%, 3.5%[10 µM], 2.7%, 11.3%
COc1ccc(N2CCN(C(=O)Cn3nnc(-c4ccc(OC)c(OC)c4)n3)CC2)cc1
→ 0.7%, -15.2%, 2.1%, -4.4%, -20.6%[10 µM], ., .
O=C(NNC1=NCCCCC1)c1cccc([N+](=O)[O-])c1
→ 10.2%, 3.0%, 6.0%, 4.7%, -5.3%[10 µM], 14.3%, 8.3%
O=C(NCc1ccc(Cl)cc1)C1CCN(S(=O)(=O)c2ccc(F)cc2)CC1
→ 6.4%, -13.6%, -5.7%[9.22 µM], 4.6%, -9.6%[1.9 µM], 7.0%, 13.7%
CCC(=O)c1ccc(OCC(=O)NCCc2ccccn2)cc1
→ -2.3%, -14.4%, -5.9%, 0.2%, ?, -8.2%, -9.6%
Cc1sc2ncn(-c3ccccc3)c(=O)c2c1C
→ -0.6%, 7.6%, 2.3%[9.22 µM], 6.5%, -1.9%[10 µM], 3.5%, 6.5%
COc1ccc(C(=O)NCC2(c3ccccc3)CCOCC2)cc1
→ -6.6%, 9.5%, -22.6%[9.22 µM], ., -3.9%[10 µM], ., -1.8%
COc1ccc(CCNC(=O)CCNC(=O)c2ccc(Cl)cc2)cc1OC
→ -12.7%, -7.2%, -26.7%, -0.6%, 0.1%[10 µM], ., .
C=CCn1c(=S)[nH]c2nc3c(cc2c1=O)CCCC3
→ -8.9%, -2.4%, -32.1%, ?, -1.7%, 17.4%[38.3 µM], 8.4%
COc1ccc(C(=O)NCCN2C(=O)S/C(=C\c3cccnc3)C2=O)cc1[N+](=O)[O-]
→ 4.7%, 4.8%, -10.1%[9.22 µM], ., -3.0%[10 µM], ., 3.4%
CC(=O)Cn1cnc2sc(-c3ccccc3)cc2c1=O
→ -6.9%, 10.0%, 11.2%, -5.9%, -10.1%[10 µM], 2.6%[38.3 µM], 24.8%
CCO[C@@H]1OC(C(=O)O)=C[C@H](C2CCCCC2)[C@H]1CCCO
→ -11.2%, 14.9%, 15.1%[9.22 µM], ., 30.4%[10 µM], 0.7%, 7.4%
CCNC(=S)N1CCN=C1Nc1nc(C)cc(C)n1
→ 0.0%, 3.2%, 30.8%, 1.8%, -42.0%[inhibitor], -2.2%, -2.4%
C1CCC[C@H]2CCCN3CC[C@H](CCCCCC[C@@H]4CCCN5CC[C@H](CC1)OC45)OC23
→ -7.0%, ., ., ., -4.5%, -8.0%, 4.3%
COCC(=O)Nc1cccc(C(F)(F)F)c1
→ -6.5%, 5.8%, 13.9%, -4.9%, 14.5%[0.074 µM], 12.9%[38.3 µM], 9.5%
COc1ccc(CNS(=O)(=O)c2cccc(S(=O)(=O)N3CCOCC3)c2)cc1
→ -16.6%, 3.1%, -9.7%, -16.0%, 10.8%, 28.3%[38.3 µM], 1.1%
CC12C=CC(=O)C=C1CCC1C2=CCC2(C)C1CC[C@@H]2C(=O)CN1CCN(c2cc(N3CCCC3)nc(N3CCCC3)n2)CC1 (some centres undefined)
→ 0.2%&2.6%, ., ., ., -9.1%, 19.2%, 14.7%
Cc1ccc(S(=O)(=O)Nc2ccccc2-c2ccccc2)cc1
→ -1.3%, -1.6%, -13.6%, 13.7%, -84.4%[inhibitor], 6.2%[38.3 µM], 2.1%
CC(=O)Nc1ccc(S(=O)(=O)N2CCCCC2C(=O)O)cc1 (centres undefined)
→ 8.0%, -3.4%, 24.9%[9.22 µM], 12.1%, -34.5%[inhibitor][1.9 µM], 0.0%, 7.0%
COc1cc(CCCN2C(=O)C(=O)NC[C@@H]2C(C)O)cc(OC)c1OC (some centres undefined)
→ 4.5%, 5.4%, 18.6%[9.22 µM], ., 12.6%[10 µM], ., 6.7%
Cc1ccc(S(=O)(=O)n2nc(C)cc2C)cc1
→ -2.3%, 8.7%, 18.4%, -5.5%, 8.9%, 17.9%[38.3 µM], 0.6%
COc1ccc(C(=O)CSc2nc(C)cc(C)n2)cc1[N+](=O)[O-]
→ 2.8%, -3.3%, 16.3%, 7.3%, -7.0%, 7.5%, 5.8%
COc1cccc(C(=O)NCc2ccc(N3CCN(C(=O)OC(C)(C)C)CC3)cc2)c1
→ -19.5%, -7.0%, -32.7%, 3.8%, -9.2%, -3.7%[38.3 µM], 4.2%
CC(=O)Nc1ccc(OCC(=O)c2cc(C)ccc2C)cc1
→ -10.4%, -7.0%, -4.5%, -5.0%, -8.7%[10 µM], -0.9%[38.3 µM], 3.2%
CNc1nc(N/N=C/c2ccc([N+](=O)[O-])cc2)nc(Nc2ccccc2)n1
→ -2.7%, 1.8%, 4.0%, 2.1%, ., 6.1%, 2.1%
COc1cc(C=O)ccc1Oc1nc(Nc2ccc(F)cc2F)nc(N2CCOCC2)n1
→ 3.0%, -8.4%, -18.5%, -1.5%, -20.8%, 10.6%, 16.5%
O=C(CSc1nc2ccccc2c(=O)n1CCC(=O)N1CCCCC1)NCc1ccccc1
→ -1.9%, -1.8%, -3.0%, -18.4%, ?, 12.4%, 4.1%
COc1cc2c(cc1OC)CN(c1nc(CN3CCOCC3)nc3sc4c(c13)CCCC4)CC2
→ -2.7%, 14.3%, ?, -1.8%, -33.0%[10 µM], 13.6%, 8.8%
COC(C(=O)NC1CCCCCCC1)c1ccccc1 (centres undefined)
→ 0.1%, 1.2%, 14.4%, -2.3%, 23.8%[0.074 µM], 6.7%, 7.1%
